# OX1R antag-1 – antagonists of human orexin 1 receptor. O43613. CHO/OX1R cells, Fluo-8 calcium fluorescence, orexin A. inhibition, % at 5 µM. hit rate 0.43% among 330,000. AID 434989;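 active = inhibition above its plate's threshold, mean inhibition of all tested compounds on the plate plus 3 SD, cut at about 37% in these data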;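 note: 0% = orexin A challenge wells and 100% = SB-334867-A antagonist wells; not every result past the cut was called active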
# Target sequence (O43613 whole entry, looked up): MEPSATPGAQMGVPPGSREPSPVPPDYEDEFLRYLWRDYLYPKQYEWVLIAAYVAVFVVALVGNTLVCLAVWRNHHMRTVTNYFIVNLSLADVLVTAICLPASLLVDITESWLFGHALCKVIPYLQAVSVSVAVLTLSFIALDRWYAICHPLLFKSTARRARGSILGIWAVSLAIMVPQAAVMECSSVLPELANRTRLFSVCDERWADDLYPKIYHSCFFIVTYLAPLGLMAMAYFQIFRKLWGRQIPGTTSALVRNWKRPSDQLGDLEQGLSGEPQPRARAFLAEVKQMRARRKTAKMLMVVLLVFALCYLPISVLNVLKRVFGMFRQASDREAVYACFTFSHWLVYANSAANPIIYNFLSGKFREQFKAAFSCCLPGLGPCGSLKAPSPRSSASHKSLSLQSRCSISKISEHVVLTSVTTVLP
# CHT allo act – allosteric activators of human choline transporter CHT | B-score at 10 µM | CHT-expressing cells, membrane potential dye, choline EC20; active compounds read high; LV-AA mutant CHT in HEK293 cells | AID 488977 | hit rate 0.49% among 310,000 | Q9GZV3;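 active = initial fluorescence not abnormally high and integrated response B-score, plate-corrected, over 3 SD above library mean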
# Target sequence (Q9GZV3 whole entry, looked up): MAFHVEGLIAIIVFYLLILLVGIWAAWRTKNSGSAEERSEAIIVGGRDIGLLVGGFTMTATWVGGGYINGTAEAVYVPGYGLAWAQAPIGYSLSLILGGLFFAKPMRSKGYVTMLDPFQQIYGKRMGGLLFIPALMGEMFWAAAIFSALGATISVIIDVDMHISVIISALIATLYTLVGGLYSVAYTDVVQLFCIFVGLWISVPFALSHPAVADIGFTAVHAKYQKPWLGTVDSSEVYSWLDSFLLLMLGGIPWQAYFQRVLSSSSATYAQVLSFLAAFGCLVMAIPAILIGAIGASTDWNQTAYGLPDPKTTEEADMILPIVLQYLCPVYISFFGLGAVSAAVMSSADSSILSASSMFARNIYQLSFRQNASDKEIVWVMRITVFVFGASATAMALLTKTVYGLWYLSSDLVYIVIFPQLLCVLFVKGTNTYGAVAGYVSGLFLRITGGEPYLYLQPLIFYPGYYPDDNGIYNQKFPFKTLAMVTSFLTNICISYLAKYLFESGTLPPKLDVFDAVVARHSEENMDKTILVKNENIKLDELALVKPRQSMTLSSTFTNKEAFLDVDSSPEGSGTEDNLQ
# OX1R antag-2 – antagonists of human orexin 1 receptor (OX1R); O43613; OX1R-expressing cells, FRET antagonist read-out; inhibition, % at 6.6 µM; hit rate 1.8% among 330,000; AID 485270; in the data active = inhibition mostly above about 38%, no sharp cut-off; inactive = mostly below about 40%;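 note: 0% = agonist challenge alone and 100% = reference antagonist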
# Numbers without * were called inactive; i = inactive; · = no result given. Rows were taken by chance. About 2.5% of those tested had a hit in this group.
no.	canonical_smiles	OX1R antag-2	CHT allo act	OX1R antag-1
1	Nc1ccc(C#Cc2ccc3sc4ccccc4c(=O)c3c2)cc1	18	i	-20
2	COC(=O)c1ccccc1NC(=O)c1ccccc1SC	15	i	-20
3	COc1cccc(N2C(=O)CC(N3CCc4ccccc43)C2=O)c1 (centres undefined)	9	i	-10
4	O=C1NC(c2ccccc2)=NC1(NS(=O)(=O)c1ccc(Cl)cc1)C(F)(F)F (centres undefined)	28	i	2
5	COc1cccc(CN(C)C(=S)Nc2ccc(C)c(C)c2)c1	6	i	-15
6	CCC(Sc1nc2ncccc2[nH]1)C(=O)NC1CCCC1 (centres undefined)	17	i	-18
7	COc1cc2cnc(-c3ccccc3F)cc2cc1OC	7	·	-2
8	CCCN1C(=O)c2cc(C(=O)Nc3ccccc3OC)ccc2C1Nc1ccccc1OC (centres undefined)	-2	i	-7
9	OCC#Cc1ncc(C(F)(F)F)cc1Cl	20	i	-8
10	Cc1cc(C)n(-c2ccc(C(=O)OCC(=O)NC(c3ccccc3)c3ccccc3)cc2)n1	11	i	-19
11	O=C(c1cccc(S(=O)(=O)NCc2ccccc2)c1)N1CCN(c2ccccc2)CC1	16	·	-10
12	CC(C(=O)O)N1C(=O)CSC1=S (centres undefined)	14	i	-2
13	CC(C)(C)C(=O)NNC(=O)C1CC1(c1ccccc1)c1ccccc1 (centres undefined)	5	i	-5
14	Cc1cccc(C)c1Nc1c(-c2ccsc2)nc2ncccn12	3	i	-13
15	CC(C)C(NC(=O)OCc1ccccc1)C(=O)NCC(=O)OC(C)(C)C (centres undefined)	7	i	-12
16	CCNC(=S)NC1CC2CCCC(C1)N2Cc1ccco1 (centres undefined)	6	i	-1
17	O=C1c2cc([N+](=O)[O-])cc3cc([N+](=O)[O-])cc(c23)C(=O)N1c1ccccn1	82*	i	-25
18	CCC(=O)NCCSc1c[nH]c2ccccc12	8	i	-1
19	CCOC(=O)c1c(NC(=O)C(NCCN(C)C)c2ccccc2)sc2c1CCCC2 (centres undefined)	4	i	-27
20	CCOc1ccccc1Nc1ccc(C(=O)O)cc1[N+](=O)[O-]	44	i	-4
21	Cc1ccc(C(=O)NC(C)c2ccc3c(c2)OCO3)s1 (centres undefined)	3	i	-14
22	COC(=O)c1cc(S(=O)(=O)NCc2cc(OC)c(OC)c(OC)c2)cn1C	6	i	-9
23	Cc1cc(C)c2cc(C(c3nnnn3CC3CCCO3)N3CCN4CCCC4C3)c(=O)[nH]c2c1 (centres undefined)	-6	i	-7
24	COc1ccc2c(c1OC)C(=O)N(c1ccc(C)cc1)C2=O	13	i	-14
25	CC1(OC(=O)C2CCCC2)C(=O)C=C2C=C(c3ccsc3)N(Cc3ccc4c(c3)OCO4)C=C2C1=O (centres undefined)	29	i	-24
26	CC(=O)CCN1CCOCC1	8	i	1
27	COc1ccc(-n2c(C)cc(C(=O)COC(=O)c3cc(NC(=O)c4cccs4)c(OC)c(OC)c3)c2C)cc1	3	i	-17
28	COc1ccc(-c2nnc(NC(=O)CSc3ccc(C)cc3)s2)cc1OC	20	i	-15
29	CCc1ccc(N2CC(C(=O)OCC(=O)NNC(=O)c3ccccc3)CC2=O)cc1 (centres undefined)	9	i	-8
30	CCCN(CCO)Cc1cccc(Oc2ccccc2)c1	3	i	12

# Complete entries, quoted from the list:
# `CCC(Sc1nc2ncccc2[nH]1)C(=O)NC1CCCC1` (centres undefined) in the list: OX1R antag-2 = 17; CHT allo act = i; OX1R antag-1 = -18
# `CC(=O)CCN1CCOCC1` in the list: OX1R antag-2 = 8; CHT allo act = i; OX1R antag-1 = 1

# Part of the list above, limited to CHT allo act and OX1R antag-2:
no.	molecule	CHT allo act	OX1R antag-2
29	CCc1ccc(N2CC(C(=O)OCC(=O)NNC(=O)c3ccccc3)CC2=O)cc1 (centres undefined)	i	9
5	COc1cccc(CN(C)C(=S)Nc2ccc(C)c(C)c2)c1	i	6

# (cont.)
no.	canonical_smiles	OX1R antag-2	CHT allo act	OX1R antag-1
31	Cc1ccccc1Nc1nc(N)nc(COC(=O)C(NC(=O)c2ccco2)C(C)C)n1 (centres undefined)	21	i	-12
32	CCCCCCn1c2c(c(=N)c3c1CCC3)CCC2	11	8.2*	-9
33	CCSc1nc(C2CC2)cc(-c2cccs2)c1C#N	20	i	-24
34	N#C/C=C(/N)c1ccc(Br)cc1	31	i	6
35	CC(C)(C)C(=O)NNC(=O)c1cc(C(C)(C)C)nn1Cc1ccccc1	11	i	-20
36	Cn1c2c(c(=O)n3ncnc13)CCCC2	15	i	1
37	O=C(CCC(=O)N(CC(=O)NC1CCCC1)Cc1ccc2c(c1)OCO2)Nc1ccccn1	11	i	-15
38	CCOC(=O)c1ccc(NS(=O)(=O)c2cnc[nH]2)cc1	3	i	-2
39	CCCc1cc(NCCCn2ccnc2)n2nc(C)c(-c3ccccc3)c2n1	3	i	-25
40	Cc1cc2cc(CNC(=O)Cc3ccc([N+](=O)[O-])cc3)ccc2n1C	13	i	-27
41	Cc1ccsc1C1C(C(=O)O)c2ccccc2C(=O)N1C (centres undefined)	9	i	-8
42	CN(C(=O)COC(=O)c1ccc(=O)n(Cc2ccccc2)n1)c1ccccc1	13	i	-19
43	C#CCSc1n[nH]c(-c2ccco2)n1	2	i	-8
44	CCc1c(C(=O)Nc2nnc(C3CC3)s2)csc1C	8	i	-2
45	CCC1=C(C)CN(C(=O)NCCc2ccc(S(=O)(=O)NC(=O)NC3CCC(C)CC3)cc2)C1=O (centres undefined)	22	i	-30
46	COc1ccc(S(=O)(=O)N2CCCCC2)cc1NC(=O)Cc1cccs1	0	·	-7
47	COC(=O)C1=C(CS(=O)(=O)c2ccc(OC)c(OC)c2)NC(=O)NC1c1ccc(O)c(OC)c1 (centres undefined)	14	i	10
48	O=C1CCCC2=C1C(c1ccco1)Nc1ccc3ccccc3c12 (centres undefined)	9	i	-17
49	COc1cccc(-c2nc(CS(=O)(=O)CC(=O)NCc3ccccc3)c(C)o2)c1	13	i	-35
50	CCn1cc(C(=O)O)c(=O)c2cc(F)c(N3CCN(C(=S)NC(=O)c4ccccc4F)CC3)cc21	16	i	-9
51	O=C(COC(=O)/C=C/c1ccc(Cl)cc1)Nc1ccc2[nH]c(=O)[nH]c2c1	5	i	1
52	COc1ccc(-n2c(SCC(=O)Nc3nccs3)nc3sc4c(c3c2=O)CCN(C)C4)cc1	26	i	-27
53	CCC(=O)Nc1ccc(C(=O)CSc2nc3ccccc3cc2CC)cc1	11	i	-23
54	O=C(c1cc2ccccc2oc1=O)N(Cc1ccc(F)cc1)C1CCS(=O)(=O)C1 (centres undefined)	7	i	-15
55	C/C(=N\NC(=S)NCc1ccccc1)c1ccc(Br)cc1	1	i	-18
56	CCO[C@@H]1OC(C(=O)N2CCN(Cc3ccccc3)CC2)=C[C@H](c2cn(C(C)=O)c3ccccc23)[C@H]1CCCO	21	i	-25
57	CCCCSc1nc(C)c(C(C)=O)cc1C#N	8	i	-15
58	COc1cccc(N2CCN(c3ccc(S(=O)(=O)N4CCN(C)CC4)cc3[N+](=O)[O-])CC2)c1	13	·	-4
59	Cc1onc(-c2c(F)cccc2Cl)c1C(=O)NCC1COc2ccccc2O1 (centres undefined)	35	i	-20
60	COc1ccc(O)c(C2(O)C(=O)c3ccccc3C2=O)c1	4	i	-8
61	O=C(COC(=O)c1ccc(S(=O)(=O)N2CCCC2)cc1)Nc1ccc(F)cc1F	4	i	-3
62	CCC(=O)NC(C)C(c1cccs1)N1CCN(Cc2ccccc2)CC1 (centres undefined)	-2	i	-20
63	CCOC(=O)c1csc(N)c1-c1ccc([N+](=O)[O-])cc1	20	i	-41
64	COc1ccccc1-c1nnc(NC(=O)C(C)SC2=NCCS2)s1 (centres undefined)	6	i	-24
65	COc1ccc2ccccc2c1/C=N/NC(=O)c1ccc([N+](=O)[O-])cc1	0	i	-12
66	COc1ccc(NS(=O)(=O)c2ccc(C)c(C(=O)N(C)CCc3ccc(OC)c(OC)c3)c2)cc1	14	i	-34
67	O=C(CCCc1ccccc1)c1ccccc1	2	i	-7
68	COc1ccc(CC2(CO)CCN(CC3=Cc4cc(Cl)ccc4OC3)CC2)cc1	70	i	43*
69	COc1ccc(-c2nnc(COc3ccc4ccccc4c3)o2)cc1OC	30	i	-11
70	N#CC1=C(N)Oc2cc(O)ccc2C1c1ccncc1 (centres undefined)	111*	i	2
71	Clc1ccc(/C=C/c2ncc3ccccn23)cc1	22	i	-18
72	CCOC(=O)c1nc(NCc2cccc(OC)c2)c2ccccc2n1	0	i	-14
73	Cn1c(SCC(=O)N2CCN(C(=O)c3ccco3)CC2)nnc1-c1ccc(NS(C)(=O)=O)cc1	10	i	-25
74	Cc1ccc(S(=O)(=O)N(C)CC(=O)OCC(=O)NCCc2ccc(S(N)(=O)=O)cc2)cc1	8	·	-19
75	C=CC[C@@H](Cc1ccc(F)cc1)C(=O)OC[C@@H]1CCCN1C(=O)[C@H](CC=C)CC(=O)N(CCO)Cc1ccccc1	14	·	25
76	Cc1cc(C)nc(N2CCCC(C(=O)NCCC3=CCCCC3)C2)n1 (centres undefined)	12	i	-4
77	O=C(Cn1nnc(-c2ccccc2)n1)Nc1ccc2c(c1)OCO2	27	i	-9
78	Cc1ccccc1CN1CCN(Cc2ccccc2C(F)(F)F)CC1	4	i	-34
79	CC(=O)c1cccc(NC(=S)Nc2ccc(F)cc2)c1	7	i	-4
80	CC1CCc2nc(NC(=O)c3cc(C(C)(C)C)nn3C)sc2C1 (centres undefined)	5	i	-18
81	CC1CC(C)CN(CCCNC(=O)Cc2c(C(=O)O)[nH]c3ccccc23)C1 (centres undefined)	11	i	-9
82	CCOc1ccccc1N1CCN(Cc2ccc(Br)s2)CC1	8	i	-40
83	CC(C)(C)c1ccc(C(=O)NCCCNC(=O)c2cccnc2)cc1	16	i	-26
84	COc1ccc(C(=O)OCC(=O)N2CCc3ccccc3C2)cc1OC	10	·	-22
85	O=C(CN1CCN(S(=O)(=O)c2ccc(F)cc2)CC1)NCC1(N2CCOCC2)CCCCC1	10	·	-15
86	CN(Cc1ccccc1)S(=O)(=O)c1ccc(N2CCOCC2)nc1	-2	i	-13
87	CCc1c(O)nc(SCC(=O)Nc2ccccc2C)[nH]c1=O	6	i	-8
88	CCCCNC(=O)NS(=O)(=O)c1ccc(NS(=O)(=O)c2ccccc2)cc1	1	i	-15
89	O=C(CCCCCCN1C(=O)c2ccccc2C1=O)NC1CCCCC1	14	i	-40
90	COc1cc(S(=O)(=O)N2CCOCC2)ccc1NC(=O)CSc1nnc(N)s1	18	i	-3

# (cont.)
no.	canonical_smiles	OX1R antag-2	CHT allo act	OX1R antag-1
91	CCOc1ccc(CN2C(=O)c3ccccc3C2=O)cc1C(=O)O	-10	i	-2
92	Cc1cc(CC(C)C)n(-c2nc3ccccc3c(=O)n2OCc2ccccc2)n1	14	i	-59
93	COc1ccc(OC)c(C2C(C(C)=O)=C(C)Nc3ncnn32)c1 (centres undefined)	29	i	-1
94	Cc1ccc(S(=O)(=O)NCCC(=O)N2CCN(S(=O)(=O)c3cccc(F)c3)CC2)cc1C	18	i	-36
95	O=C(O)CCC(=O)N1N=C(c2ccco2)CC1c1ccco1 (centres undefined)	3	i	-14
96	CC(C)(C)n1nnnc1C(c1cccc(C(F)(F)F)c1)N1CCOCC1 (centres undefined)	0	i	-4
97	COc1ccc(C)cc1S(=O)(=O)N1CCC(C(=O)N2CCOCC2)CC1	5	i	-3
98	CCc1ccc(NC(=O)NCc2ccccn2)cc1	5	i	-9
99	CN(C)S(=O)(=O)c1cccc(NC(=O)CN2C(=O)C3C4C=CC(C4)C3C2=O)c1 (centres undefined)	16	i	-2
100	CCOC(=O)NC(=O)CSc1ccc2ccccc2n1	8	i	-19
101	COc1ccc(CCNC(=O)C2CCCN(C(=O)c3ccc(Cl)cc3)C2)cc1 (centres undefined)	11	i	-43
102	COc1ccc(NC(=O)CCCCn2c(=O)[nH]c3ccccc3c2=O)cc1	20	i	-22
103	N#Cc1cn(CC(=O)O)c2ccccc12	24	i	-37
104	Cc1nc(-c2cccc(NC(=O)Cc3ccccc3)c2)cs1	13	i	-29
105	O=C(CCCc1ccccc1)Nc1nccs1	13	i	-21
106	CCNC(=O)COC(=O)c1cc(S(=O)(=O)N2CCCc3ccccc32)ccc1Cl	13	i	-17
107	CCN(C(=O)C1CSC2(C)CCC(=O)N12)c1nc2c(C)cccc2s1 (centres undefined)	14	i	-13
108	Cc1ccc(CCNS(=O)(=O)c2cnc[nH]2)cc1	12	i	-21
109	CCN(CC)CCCC(C)NC(=O)c1cc(=O)c2ccccc2o1 (centres undefined)	10	i	-1
110	O=C(C[C@H]1C/C=C/CC[C@@H](Cc2ccc(F)cc2)C(=O)O[C@@H](c2ccccc2)CNC1=O)NCCO	17	·	12
111	O=C(O)COc1ccccc1Cc1ccccc1	24	i	-14
112	COc1ccc(C(=O)Nc2ccc3ccccc3n2)c(OC)c1OC	57*	i	-1
113	Cc1cccnc1NC(=O)c1ccc2c(c1)NC(=O)C(C)S2 (centres undefined)	6	i	-5
114	O=C(CSc1nc(O)c(C2CCCCC2)c(=O)[nH]1)Nc1ccc(F)cc1	-4	i	-26
115	COc1ccc(NC(=O)N2CCN(C(=O)Nc3ccc(OC)cc3)CC2)cc1	2	i	-19

# OX1R antag-2, what is marked active above
no. | compound | OX1R antag-2 | OX1R antag-1
17 | O=C1c2cc([N+](=O)[O-])cc3cc([N+](=O)[O-])cc(c23)C(=O)N1c1ccccn1 | 82* | -25
70 | N#CC1=C(N)Oc2cc(O)ccc2C1c1ccncc1 (centres undefined) | 111* | 2
112 | COc1ccc(C(=O)Nc2ccc3ccccc3n2)c(OC)c1OC | 57* | -1
